# Dicer processing: inhibitors of Dicer pre-microRNA processing, primary screen, biochemical, cat-ELCCA, chemiluminescence. Endoribonuclease Dicer (Homo sapiens), Q9UPY3. cat-ELCCA pre-miR-21 Dicer processing; hits give high values. z-score at 25 µM. hit rate 6% among 47,000; in the data active = z-score above about 3, passing the limit was not always enough;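 also: plate controls were vehicle for no effect and no enzyme for full effect; higher signal means more uncleaved substrate so more Dicer inhibition; strong numbers were not always called active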
# Target sequence (Q9UPY3 whole entry, looked up): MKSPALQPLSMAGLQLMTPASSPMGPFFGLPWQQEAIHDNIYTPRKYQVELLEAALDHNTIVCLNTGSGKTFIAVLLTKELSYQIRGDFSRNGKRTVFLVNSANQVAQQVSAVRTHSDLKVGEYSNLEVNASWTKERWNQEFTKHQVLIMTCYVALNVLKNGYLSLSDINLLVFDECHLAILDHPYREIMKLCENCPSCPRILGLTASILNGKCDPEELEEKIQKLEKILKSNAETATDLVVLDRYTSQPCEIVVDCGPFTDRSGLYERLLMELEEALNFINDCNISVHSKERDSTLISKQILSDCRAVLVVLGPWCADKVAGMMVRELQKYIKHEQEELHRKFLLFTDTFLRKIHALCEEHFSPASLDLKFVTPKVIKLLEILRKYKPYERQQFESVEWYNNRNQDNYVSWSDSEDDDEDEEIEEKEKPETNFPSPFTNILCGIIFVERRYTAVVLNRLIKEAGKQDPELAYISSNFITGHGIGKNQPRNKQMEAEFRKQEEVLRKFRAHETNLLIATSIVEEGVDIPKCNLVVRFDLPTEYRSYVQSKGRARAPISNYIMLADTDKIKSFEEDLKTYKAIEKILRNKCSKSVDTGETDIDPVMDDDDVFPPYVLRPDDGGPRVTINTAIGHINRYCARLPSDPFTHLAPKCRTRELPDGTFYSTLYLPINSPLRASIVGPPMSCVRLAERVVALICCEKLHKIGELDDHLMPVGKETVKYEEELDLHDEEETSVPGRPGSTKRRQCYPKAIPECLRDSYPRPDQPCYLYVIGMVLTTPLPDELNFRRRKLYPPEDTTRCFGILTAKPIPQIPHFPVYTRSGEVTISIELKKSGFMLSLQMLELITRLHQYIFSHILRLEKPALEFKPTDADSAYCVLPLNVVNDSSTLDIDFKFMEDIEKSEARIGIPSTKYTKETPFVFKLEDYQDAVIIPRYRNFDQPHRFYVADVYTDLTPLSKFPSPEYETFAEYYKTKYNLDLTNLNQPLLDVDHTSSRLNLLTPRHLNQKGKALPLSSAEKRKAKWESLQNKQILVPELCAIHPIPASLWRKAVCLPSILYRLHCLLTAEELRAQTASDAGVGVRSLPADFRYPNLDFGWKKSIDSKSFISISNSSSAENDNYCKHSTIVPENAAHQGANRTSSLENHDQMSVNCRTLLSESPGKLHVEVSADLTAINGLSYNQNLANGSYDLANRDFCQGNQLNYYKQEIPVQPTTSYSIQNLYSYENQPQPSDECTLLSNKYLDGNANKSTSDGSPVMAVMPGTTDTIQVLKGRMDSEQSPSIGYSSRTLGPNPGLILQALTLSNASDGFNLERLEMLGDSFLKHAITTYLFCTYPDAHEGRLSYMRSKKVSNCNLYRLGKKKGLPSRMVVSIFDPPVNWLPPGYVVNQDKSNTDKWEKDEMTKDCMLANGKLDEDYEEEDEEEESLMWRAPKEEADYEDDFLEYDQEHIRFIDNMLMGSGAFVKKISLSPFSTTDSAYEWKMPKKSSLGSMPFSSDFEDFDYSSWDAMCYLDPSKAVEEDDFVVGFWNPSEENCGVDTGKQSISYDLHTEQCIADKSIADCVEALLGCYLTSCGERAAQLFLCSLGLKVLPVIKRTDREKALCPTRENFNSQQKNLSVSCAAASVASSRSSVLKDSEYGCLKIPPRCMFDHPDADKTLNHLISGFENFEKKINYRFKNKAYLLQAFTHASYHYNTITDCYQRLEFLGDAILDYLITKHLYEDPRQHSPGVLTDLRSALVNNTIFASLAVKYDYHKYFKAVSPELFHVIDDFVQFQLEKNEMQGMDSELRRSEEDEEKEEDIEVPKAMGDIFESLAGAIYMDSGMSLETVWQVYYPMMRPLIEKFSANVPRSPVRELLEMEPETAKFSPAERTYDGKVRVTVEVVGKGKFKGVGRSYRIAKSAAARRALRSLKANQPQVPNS
# * marks the source's active call; other numbers are inactive results.
SMILES,Dicer processing
Cc1cc(C)n(C(=O)COc2ccc3ccccc3c2Br)n1,2.85
CCOc1cc(C2C3=C(CC(C)(C)CC3=O)Nc3[nH]n(-c4ccccc4)c(=O)c32)ccc1O (stereo not drawn),-3.3
CC(C)(O)C#Cc1ccc(/C=N/Nc2ccccc2)cc1,0.95
O=[N+]([O-])c1ccc(NS(=O)(=O)c2ccc(-c3ccc(S(=O)(=O)Nc4ccc([N+](=O)[O-])cc4)s3)s2)cc1,5.26*
COc1ccccc1C1CC(=O)Oc2c1c(=O)n(C)c1ccccc21 (stereo not drawn),-0.55
CCOC(=O)C(NC(=O)c1cccc(Cl)c1)(Nc1ccccc1Cl)C(F)(F)F (stereo not drawn),-0.68
Cc1ccc(-c2nnc(SCc3ccc(F)cc3)o2)cc1,-0.07
OC1CC(c2ccccc2)NC2(CCCCC2)C1 (stereo not drawn),1.87
CC(C)(Sc1cc(C(C)(C)C)c(O)c(C(C)(C)C)c1)Sc1cc(C(C)(C)C)c(O)c(C(C)(C)C)c1,-0.66
O=C(O)CSc1nncc2ccccc12,1.21
COc1ccc(C(=O)CSc2nc(C)c(Oc3ccc(Cl)cc3)c(=O)[nH]2)cc1,0.31
c1cncc(CN2CNc3nc4ccccc4n3C2)c1,3.01*
COC(=O)c1cnc(Nc2ccccc2)nc1C(F)(F)F,1.28
Cc1c(CO)c2ccccc2n1Cc1ccccc1,1.02
COc1cc2c3c(c1)C(C)CC(C)(C)N3C(=O)C2=O (stereo not drawn),-0.6
Cc1ccc(-c2nc(NC(=O)Nc3ccc(OCc4ccccc4)cc3)sc2C)cc1Cl,0.78
Cc1cc(=O)c(C(=O)N[C@@H](C(=O)N[C@@H]2C(=O)N3C(C(=O)O)=C(CSc4nnnn4C)CS[C@H]23)c2ccc(O)cc2)c[nH]1,-0.37
COCCOC(=O)C1=C(C)N=C2SCCC(=O)N2C1c1ccc(F)cc1 (stereo not drawn),-0.5
O=C1CC(C(=O)Nc2cccc(F)c2)n2c(nc3ccccc32)N1 (stereo not drawn),-0.23
CCCn1c(Cl)nc2c1c(=O)n(C)c(=O)n2C,-2.48
Cc1nnc(SCC(=O)c2c[nH]c3ccccc23)n1-c1ccccc1,4.31*
Cn1cnnc1SCC(=O)Nc1ccc(F)cc1F,4.73*
Cc1noc(/C=C/c2ccc(Sc3ccc(Cl)cc3)o2)c1[N+](=O)[O-],-0.91
CCCc1nccn1S(=O)(=O)c1cc(Cl)ccc1OC,-0.45
CCn1c(NCc2c(O)ccc3ccccc23)nc2ccccc21,-0.45
Fc1ccc(-n2c(Cc3ccsc3)n[nH]c2=S)cc1,-0.52
CCCCOc1ccc(S(=O)(=O)n2cnc(C)c2)cc1,-1.14
S=C(Nc1ccc(Cl)cc1)Nc1ccccn1,2.5
CCCCCC(=O)Nc1ncc2c(n1)CC(c1ccc(C(C)(C)C)cc1)CC2=O (stereo not drawn),2.72
C/C(N)=N\N(C)c1cccc(F)c1C#N,1.98
OC1(c2ccc(Cl)cc2)CCN(Cn2nnc3ccccc32)CC1,-0.69
CCOc1cc(C2C3=C(CCCC3=O)N(C)C3=C2C(=O)CCC3)cc(Cl)c1O,0.92
O=c1c2c(nc3cc(-c4cccs4)[nH]n13)CSC2,1.23
O=C(NCC1CCCO1)NC1CCCCC1 (stereo not drawn),1.02
C=CCSC1=C(C#N)C(c2ccc(Cl)cc2)CC(=O)N1 (stereo not drawn),1.04
O=[N+]([O-])c1cc(C(F)(F)F)ccc1Sc1n[nH]c(-c2ccc(Cl)cc2)n1,-0.07
CN(C)Cc1c(O)ccc2c(=O)c(-c3ccc(Cl)cc3)c(C(F)(F)F)oc12,-0.77
O=c1c2cccc3cccc(c32)c2nc3ccccc3n12,0.97
O=C(Cn1nnc2sc3c(c2c1=O)CCCC3)Nc1ccccc1Cl,-0.44
O=C(NNC(=O)c1ccc(Cl)cc1)Oc1ccccc1,-0.78
O=C(O)CCC(=O)N1CCc2c([nH]c3ccccc23)C1C(F)(F)F (stereo not drawn),1.03
c1ccc(-c2cc3c(N4CCCC4)ncnc3s2)cc1,-0.16
COc1ccccc1Nc1nc(C)cs1,-0.15
COc1ccc(S(=O)(=O)NC2CCc3ccccc32)cc1OC (stereo not drawn),-0.51
COC(=O)c1sccc1NNS(=O)(=O)c1ccc(Cl)cc1,0.31
Cc1ccc(C)c(NC(=S)Nc2cc(Cl)c(Cl)cc2Cl)c1,0.17
CCc1c(O)c(-c2ccccc2)c(=O)n(-c2ccccn2)c1-c1ccccc1,-0.08
COC(=O)c1sc(N2C(=O)C(O)=C(C(=O)c3cccs3)C2c2ccc(Cl)cc2)nc1C (stereo not drawn),3.8*
CCCS(=O)(=O)c1c(S(=O)(=O)CCC)c2ccccn2c1C(=O)c1ccccc1,0.42
O=C1CSC(c2cccnc2)N1c1ccc(C2CCCCC2)cc1 (stereo not drawn),-0.36
O=C(NCc1ccco1)c1cnn2c(C(F)F)cc(-c3ccccc3)nc12,-0.06
CCOC(=O)C1=C(c2ccccc2)N=C2SCC(=O)N2C1c1ccccc1OC (stereo not drawn),0.13
N#C/C(=C\c1ccc(Cl)c(Cl)c1)c1ccc(NC(N)=O)cc1,2.47
C=C(CC(=O)N1CCOCC1)C(=O)N1CCOCC1,-0.74
COc1cc(NC2=NS(=O)(=O)c3ccccc32)c(OC)cc1Cl,1.11
CN(CCc1ccccn1)Cc1cccc(F)c1,3.47*
S=c1[nH]nc(CN2c3ccccc3Sc3ccccc32)n1-c1ccc(Cl)cc1Cl,-0.24
O=S(=O)(NCCCn1ccnc1)c1ccc2c(c1)OCCO2,-0.76
S=c1c2ccccc2[nH]c2ccccc12,-5.29
Cc1cccc(C)c1-n1c(-c2ccncc2)n[nH]c1=S,-1.29

# Shown with bars between the fields: entries from further up
mol | Dicer processing
COC(=O)c1sccc1NNS(=O)(=O)c1ccc(Cl)cc1 | 0.31
Cc1ccc(C)c(NC(=S)Nc2cc(Cl)c(Cl)cc2Cl)c1 | 0.17
CCc1c(O)c(-c2ccccc2)c(=O)n(-c2ccccn2)c1-c1ccccc1 | -0.08
COC(=O)c1sc(N2C(=O)C(O)=C(C(=O)c3cccs3)C2c2ccc(Cl)cc2)nc1C (stereo not drawn) | 3.8*
CCCS(=O)(=O)c1c(S(=O)(=O)CCC)c2ccccn2c1C(=O)c1ccccc1 | 0.42
O=C1CSC(c2cccnc2)N1c1ccc(C2CCCCC2)cc1 (stereo not drawn) | -0.36
O=C(NCc1ccco1)c1cnn2c(C(F)F)cc(-c3ccccc3)nc12 | -0.06
CCOC(=O)C1=C(c2ccccc2)N=C2SCC(=O)N2C1c1ccccc1OC (stereo not drawn) | 0.13
N#C/C(=C\c1ccc(Cl)c(Cl)c1)c1ccc(NC(N)=O)cc1 | 2.47
C=C(CC(=O)N1CCOCC1)C(=O)N1CCOCC1 | -0.74
COc1cc(NC2=NS(=O)(=O)c3ccccc32)c(OC)cc1Cl | 1.11
CN(CCc1ccccn1)Cc1cccc(F)c1 | 3.47*
S=c1[nH]nc(CN2c3ccccc3Sc3ccccc32)n1-c1ccc(Cl)cc1Cl | -0.24
O=S(=O)(NCCCn1ccnc1)c1ccc2c(c1)OCCO2 | -0.76
S=c1c2ccccc2[nH]c2ccccc12 | -5.29
Cc1cccc(C)c1-n1c(-c2ccncc2)n[nH]c1=S | -1.29

# (list continues)
SMILES,Dicer processing
Nc1sc2c(c1C(=O)c1ccc(Cl)cc1)CCN(Cc1ccccc1)C2,-1.16
COC(=O)/C=C1\SC(=Nc2ccc(C)c(C)c2)N(c2ccc(C)c(C)c2)C1=O,-1.82
CCOC(=O)C(=CNc1c(F)cccc1Cl)C(=O)OCC,-0.81
O=C(O)c1coc2c1/C(=N/N1CCCCC1)CCC2,0.82
Cc1ccc(S(=O)(=O)N(C)c2cc(S(=O)(=O)Nc3ccncc3)c(C)cc2C)cc1,0.91
CN(C)c1ccc(C2N[C@@H](C(=O)O)C(C)(C)S2)cc1 (stereo partly drawn),0.59
COc1c(Br)c(Br)c(Br)c2c1OCCO2,-0.84
CC1=N/C(=C\c2sc3ccccc3c2C)C(=O)O1,-0.7
Cc1cc(C)n2nc(Sc3ncccc3[N+](=O)[O-])nc2n1,-0.07
Clc1ccc2noc(-c3ccccc3)c2c1,2.2
COc1ccccc1Nc1nc(-c2c(C)nc3cc(C)ccn23)cs1,4.56*
Cn1ccnc1SCC(=O)Nc1ccc(F)cc1F,0.44
Cc1ccc(CSc2ncn[nH]2)cc1,1.57
CC(C)(C)C(=O)Nc1cccc(C(F)(F)F)c1C(=O)O,1.07
O=C(c1cccnc1)N(c1cc2sc(=O)oc2c2ccccc12)S(=O)(=O)c1ccccc1,-2.86
O=C(O)c1ccc2c(c1)S(=O)(=O)c1ccccc1C2=O,-0.03
O=C(C1=C2c3[nH]c4ccccc4c3CCN2C(=O)CC1)c1ccccc1,-2.51
O=c1[nH]c2ccc([N+](=O)[O-])cc2nc1/C=C(\O)c1ccccc1,23.8*
COc1cc(C2C(C(=O)OCc3ccccc3)=C(C)NC3=C2C(=O)CCC3)cc(Br)c1O (stereo not drawn),8.48
Cc1ccc(C)n1-c1ccc(Br)cc1C(=O)O,8.75
O=C(O)COCC(=O)N(Cc1ccccc1)Cc1cccs1,0.77
O=C(Nc1cccc(C(F)(F)F)c1)c1c(O)c2cccc3c2n(c1=O)CCC3,1.59
c1ccc(N=C2SC(=NC3CCCCC3)C3=C2CCCC3)cc1,-0.45
CC(C)COC(=O)Cn1nnc2sc3c(c2c1=O)CCCC3,-0.01
N[C@@H](Cc1c[nH]c2ccccc12)C(=O)O,-1.05
O=C1Nc2ccc(Cl)cc2C(c2ccccc2)=Nc2ccccc21,-1.2
Cc1ccc(NC(=S)N(C)/N=C/c2ccccn2)cc1Cl,1.97
C/C(=N\Nc1nnc(-c2ccccc2)c(-c2ccccc2)n1)c1ccco1,-0.28
CC1=CC(C)=N/C1=C/c1c(O)[nH]c(=O)[nH]c1=O,-1.16
Cc1ccc2nc(-c3cccnc3)[nH]c2c1,-0.74
Nc1nnc(-c2cc(-c3ccc(Cl)cc3)on2)o1,0.17
CC(=NCc1cccc(CN=C(C)c2ccccc2O)c1)c1ccccc1O,1.89
Cn1nnc2c(C(N)=O)ncn2c1=O,0.44
Cn1c(=O)c2c(nc(N3CCOCC3)n2Cc2c(F)cccc2Cl)n(C)c1=O,0.88
COc1ccc(/C(O)=C2/C(=O)C(=O)N(CCCN3CCOCC3)C23C(=O)N(C)c2ccccc23)cc1 (stereo not drawn),1.89
CS(=O)(=O)CC(=O)NC1CCCCC1,0.08
CC(C)c1ccc(NC2OC(=O)c3ccccc32)cc1 (stereo not drawn),0.49
COC(=O)c1sc(-c2ccc(C(C)(C)C)cc2)cc1NS(=O)(=O)c1cn(C)cn1,2.97
CCCOC(=O)C1=C(C)NC2=C(C(=O)CC(C)(C)C2)C1c1ccc(OC)cc1OC (stereo not drawn),0.63
COC(=O)c1ccc(-n2ncnc2-c2ccc(Br)cc2)cc1,0.84
CC(CN(C)C)CN1c2ccccc2Sc2ccccc21 (stereo not drawn),0.42
CN(C)c1ccc(NC(=O)c2cnccn2)cc1,2.79
CN(C)S(=O)(=O)c1ccc2c3c(cccc13)C(=O)N2C(=O)c1cccnc1,-1.31
CC(=O)N1CSCC1C(=O)NNS(=O)(=O)c1ccccc1 (stereo not drawn),-0.28
Nc1ccccc1CC(c1c[nH]c2ccccc12)c1c[nH]c2ccccc12,4.75*
COc1ccc(S(=O)(=O)N2CC(=O)Nc3ccccc32)cc1Br,-0.98
O=C1CC(=O)c2c(Cl)c(Cl)c(Cl)c(Cl)c21,4.48
Cc1ccc(S(=O)(=O)n2cc(/C=C3\C(=O)Nc4ccccc43)c3ccccc32)cc1,-6.05
O=C1C=C(NCCSCc2ccccc2Cl)CC(c2ccc3c(c2)OCO3)C1 (stereo not drawn),0.25
CCCc1c(C(=O)O)cnn1-c1ccccc1,-2.31
CCOc1ccc2nc(NC3=NCN(CCCN4CCOCC4)CN3)nc(C)c2c1,3.75*
CC(C)Oc1ccccc1Nc1ncnc2ccccc12,15.8
N/C(=N\OC(=O)Nc1ccccc1)c1nccnc1Oc1cccc(C(F)(F)F)c1,-2.7
Cc1ccc(-c2noc(C(C)Oc3cccc(Cl)c3)n2)cc1 (stereo not drawn),0.41
CC(C)c1ccc(OCc2nc(-c3ccccn3)no2)cc1,0.26
O=C1CSC(c2ccc(F)cc2)N1c1ccc2ccccc2c1 (stereo not drawn),0.55
CSc1nc(C)nc(N/C=C2\C(=O)c3sccc3N(C)S2(=O)=O)n1,-1.09
O=C(O)CCC(=O)N1N=C2/C(=C/c3ccc(F)cc3)CCCC2C1c1ccc(F)cc1 (stereo not drawn),1.22
CCOC(=O)COc1ccc2c(=O)c(Oc3ccc(C(C)(C)C)cc3)coc2c1,-0.02
O=C1Nc2ccccc2/C1=C\C1CC2C=CC1C2 (stereo not drawn),2.9

# New compounds follow:
SMILES,Dicer processing
CC(C)(C)SC(=S)SCC(=O)c1ccc(Cl)cc1,-2.66
CC(C)CNC1CC(=O)N(c2ccccc2)C1=O (stereo not drawn),-0.94
O=C(O)C(Cc1c[nH]c2ccccc12)N1C(=O)C2CCCCC2C1=O (stereo not drawn),-0.6
CSC1=NCCCN1S(=O)(=O)c1cc(Cl)c(Cl)cc1Cl,-0.65
N#CC1=C(N)OC2=C(CCC/C2=C\c2ccccc2)C1c1ccccc1 (stereo not drawn),2.34
CCOC(=O)c1oc2ccccc2c1CSc1ccccn1,-0.38
Cc1coc(=O)n1-c1ccc(Cl)cc1Cl,-0.07
CN(C)CCOC(c1ccccc1)c1ccccc1 (tested in a mixture with another compound),-1.35
CCNC(=O)C(C)NC(=O)OC(C)(C)C (stereo not drawn),-0.15
COC(=O)c1c(NC(=O)c2sc3ccccc3c2Cl)sc(C)c1C,1.02
Cc1cc(C)nc(-n2[nH]c3nccc(-c4ccc5c(c4)OCO5)c3c2=O)n1,-1
O=C(CN1C(=O)/C(=C/c2ccccc2Cl)N=C1c1ccccc1)c1ccccc1,0.22
CCC(C)OC(=O)C1=C(C)NC2=C(C(=O)CCC2)C1c1cccs1 (stereo not drawn),0.15
Cc1cc(Cl)ccc1NC(=S)NNC(=O)C(O)(c1ccccc1)c1ccccc1,0.61
Cn1nnnc1SCCNCc1ccc(OCc2ccccc2)cc1,-0.5

# Screening data deposited in PubChem BioAssay by Center for Chemical Genomics, University of Michigan.

# These rows are one share of the data; the hit share may differ from the screen's.
